PAFAH2 inh = inhibitors of human PAFAH2; Q99487; recombinant PAFAH2, FP-rhodamine activity probe, fluorescence polarization; hit rate 0.99% among 340,000; inhibition, % at 3.39 µM;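 active = inhibition above the mean over all tested compounds plus 3 SD, cut at about 30% in these data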;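 note: inhibitors block probe labeling of enzyme so polarization drops; 0% = enzyme with DMSO and 100% = wells lacking PAFAH2 protein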
LYPLA2 inh = LYPLA2 (human) inhibition in PME1 counter-screen. AID 2177. hit rate 0.38% among 320,000. inhibition, % at 5.9 µM. recombinant LYPLA2, FP-Rh probe fluorescence polarization;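 active = inhibition above the screen-wide mean plus 3 SD, limit set per campaign, cut at about 26% in these data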;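 note: 0% = LYPLA2 with DMSO and 100% = wells lacking LYPLA2 enzyme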
PAFAH1B3 FP inh = inhibitors of human PAFAH1B3; recombinant PAFAH1B3, FP-rhodamine probe, fluorescence polarization; inhibition, % at 3.39 µM; hit rate 0.28% among 340,000;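 active = inhibition above the screen-wide average of all tested compounds plus 3 SD, cut at about 25% in these data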;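 note: 0% = enzyme with DMSO only and 100% = wells lacking PAFAH1B3 protein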
ZTA DNA inh = ZTA (EBV) inhibition in EBNA-1 counter-screen; P03206; hit rate 0.15% among 320,000; ZTA-DNA binding, fluorescence polarization; inhibition, % at 11 µM; AID 2234; in the data active = inhibition above about 33%
pPAFAH inh = pPAFAH (human) enzyme inhibition; Q13093; recombinant pPAFAH, FP-rhodamine probe fluorescence polarization; inhibition, % at 3.39 µM; hit rate 1.5% among 330,000;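 active = inhibition above the mean inhibition across the screen plus 3 SD, cut at about 25% in these data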;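 note: inhibitors block binding of the rhodamine activity-based probe so polarization drops; 0% = enzyme with DMSO and 100% = wells lacking pPAFAH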
EBNA-1 inh = blocks EBNA-1 binding to DNA; inhibition, % at 14.8 µM; EBNA-1 DNA binding, fluorescence polarization; hit rate 0.34% among 300,000; AID 1950; in the data active = inhibition above about 28%
PAFAH1B2 inh = inhibitors of human PAFAH1B2; P68402; AID 492953; inhibition, % at 3.39 µM; hit rate 1.2% among 340,000; recombinant PAFAH1B2, FP-rhodamine activity probe, fluorescence polarization;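 active = inhibition above the mean of all tested compounds plus 3 SD, cut at about 24% in these data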;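 note: 0% = enzyme with DMSO and 100% = wells lacking PAFAH1B2; many of its hits are not listed in these tables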
Target sequence (P68402 whole entry, looked up): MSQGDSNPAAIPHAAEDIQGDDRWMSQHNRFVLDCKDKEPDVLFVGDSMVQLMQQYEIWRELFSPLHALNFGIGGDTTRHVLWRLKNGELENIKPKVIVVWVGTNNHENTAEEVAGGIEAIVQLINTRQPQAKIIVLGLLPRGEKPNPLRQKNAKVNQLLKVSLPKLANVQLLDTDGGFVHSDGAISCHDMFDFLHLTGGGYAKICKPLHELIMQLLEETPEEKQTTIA
PREPL inh = inhibits the human prolyl oligopeptidase-like enzyme. hit rate 0.68% among 320,000. inhibition, % at 5.96 µM. Q4J6C6. AID 2751. recombinant PREPL, fluorescence polarization activity-based probe; in the data active = inhibition above about 43%;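 note: 0% = enzyme with DMSO and 100% = wells lacking enzyme; many of its hits are not listed in these tables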
Target sequence (Q4J6C6 whole entry, looked up): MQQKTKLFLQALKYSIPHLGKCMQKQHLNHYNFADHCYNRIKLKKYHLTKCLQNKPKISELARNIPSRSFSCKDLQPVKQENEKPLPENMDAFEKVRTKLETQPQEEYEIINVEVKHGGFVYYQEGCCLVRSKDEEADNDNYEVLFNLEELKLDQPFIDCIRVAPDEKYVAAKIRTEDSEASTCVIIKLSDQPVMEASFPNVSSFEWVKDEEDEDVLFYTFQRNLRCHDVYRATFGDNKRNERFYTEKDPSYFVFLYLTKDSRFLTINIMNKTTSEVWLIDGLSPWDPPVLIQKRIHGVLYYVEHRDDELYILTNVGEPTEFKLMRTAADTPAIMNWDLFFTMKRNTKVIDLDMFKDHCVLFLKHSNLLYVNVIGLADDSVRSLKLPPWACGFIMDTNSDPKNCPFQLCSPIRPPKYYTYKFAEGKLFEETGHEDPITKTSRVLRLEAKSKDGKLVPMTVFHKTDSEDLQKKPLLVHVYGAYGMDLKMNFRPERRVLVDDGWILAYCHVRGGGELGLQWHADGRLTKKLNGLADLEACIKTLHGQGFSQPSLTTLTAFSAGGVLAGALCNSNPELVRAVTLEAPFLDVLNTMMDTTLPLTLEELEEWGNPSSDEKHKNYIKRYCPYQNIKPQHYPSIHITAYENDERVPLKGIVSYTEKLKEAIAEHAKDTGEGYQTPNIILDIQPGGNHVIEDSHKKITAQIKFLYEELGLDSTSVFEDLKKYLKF
LYPLA1 inh = LYPLA1 (human) inhibition in PME1 counter-screen; O75608; recombinant LYPLA1, FP-Rh probe fluorescence polarization; inhibition, % at 5.9 µM; hit rate 0.16% among 320,000; AID 2174;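 active = inhibition above the mean of all tested compounds plus 3 SD, set per campaign, cut at about 14% in these data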;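 note: inhibitors block serine hydrolase probe labeling of LYPLA1 so polarization falls; 0% = enzyme with DMSO and 100% = wells lacking LYPLA1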
The depositor's hits bear a star; · = not tested or not shown.

SMILES | PAFAH2 inh | LYPLA2 inh | PAFAH1B3 FP inh | ZTA DNA inh | pPAFAH inh | EBNA-1 inh | PAFAH1B2 inh | PREPL inh | LYPLA1 inh
CC(=O)c1ccc(NC(=O)COC(=O)c2ccccc2N=Nc2ccc(N(C)C)cc2)cc1 | -1 | -2 | 7 | 14 | 17 | -2 | 1 | 21 | -4
CSCC[C@H](NC(=O)N1CCn2c1nc1ccccc12)C(=O)NC1CCCCC1 | -4 | 3 | 8 | -6 | -5 | 3 | 2 | 12 | 1
O=C(NCc1ccccc1)Nc1cccn(Cc2ccccc2Cl)c1=O | 5 | -3 | 11 | 17 | 1 | -9 | 6 | 5 | -8
COc1cccc(N2C(=O)N(c3ccccc3)C3CS(=O)(=O)CC32)c1 (stereo unspecified) | 13 | -3 | 0 | 8 | 4 | 11 | -4 | 3 | -2
CCC(C)C1C(C#N)=C(N)OC2=C1C(=O)CC(C)(C)C2 (stereo unspecified) | 3 | 0 | 4 | -9 | 5 | -8 | 6 | 6 | 2
Cn1c(=O)c(C(=O)CN2CCOCC2)c(N)n(Cc2ccccc2)c1=O | 3 | 3 | 1 | -4 | -2 | 14 | 3 | 15 | 1
C#CCSc1nc2[nH]ncc2c(=O)[nH]1 | -8 | 1 | 2 | -3 | 2 | -11 | 0 | 4 | 3
COc1ccccc1N1CCN(C(=O)C2CC=CCC2C(=O)O)CC1 (stereo unspecified) | 2 | -3 | 0 | 8 | 0 | -6 | -3 | 1 | -3
Cc1ccc(CC(=O)Nc2ccccc2-c2ccccc2)cc1C | -3 | -3 | 10 | -4 | 5 | -21 | 4 | -3 | 0
CC(C)(C)NC(=O)C(Cc1ccccc1)NS(=O)(=O)c1ccc2c(c1)CCC(=O)N2 (stereo unspecified) | 9 | 3 | 7 | -8 | 3 | -8 | 1 | -1 | -2
Cc1ccc(S(=O)(=O)Cc2ccc(C(=O)N3CCCC3)o2)cc1 | 5 | 2 | -6 | -14 | -7 | -1 | 1 | 8 | 2
Cc1cc(=O)[nH]c2c1cnn2Cc1ccccc1 | -2 | 4 | -2 | -3 | 3 | -2 | 2 | -3 | 0
Cc1cccc(NC(=O)CSc2nc3ccccc3nc2N2CC(C)OC(C)C2)c1 (stereo unspecified) | 0 | -10 | -5 | -23 | 1 | -2 | -2 | 16 | -8
COc1ccc(-c2csc(Nc3ncccn3)n2)cc1C | 0 | -4 | 4 | 9 | 6 | 12 | 2 | 3 | -4
CC(=O)N1CCc2cc(S(=O)(=O)CCC(=O)Nc3ccc4c(c3)OCCO4)ccc21 | -5 | 2 | 7 | 5 | 5 | 1 | 1 | 14 | 0
Cc1ccc(NC(=O)c2cccc(C(=O)OC(C)C)n2)c(Br)c1 | 3 | -2 | 3 | -21 | 6 | -9 | -3 | -3 | -3
Cc1ccc(-c2csc(NC(=S)NC(=O)/C=C/c3ccco3)n2)cc1 | -34 | -13 | -6 | -5 | 3 | -2 | -4 | 15 | -13
COc1ccc(-n2cc(-c3ccccc3)[nH]c2=S)c(OC)c1 | -4 | -4 | 11 | 0 | 3 | -7 | -2 | 6 | -1
CCOC(=O)C1CCCN(C(c2ccccn2)c2c(C)[nH]c3ccccc23)C1 (stereo unspecified) | -3 | -4 | 2 | 16 | 2 | 7 | -4 | 1 | -3
O=C(Nc1cccnc1N1CCOCC1)c1cccs1 | -2 | 0 | 3 | 3 | -1 | 7 | 1 | 3 | -2
COC(=O)c1nn(-c2ccc(OC)cc2)c(=O)cc1Oc1ccccc1 | -6 | -1 | -2 | -11 | 0 | -1 | 0 | -4 | -3
CCOc1cc(C2NC(=O)NC(C)=C2C(=O)OCc2ccccc2)ccc1O (stereo unspecified) | 11 | 2 | 6 | -7 | 8 | -5 | 4 | 10 | 2
CCOc1ccc(N(CC(=O)Nc2ccc(F)c(F)c2)S(=O)(=O)c2c(C)noc2C)cc1 | 2 | 0 | 3 | 0 | 0 | 0 | 5 | -24 | 0
O=C(c1cccc(-n2cccc2)c1)N1CCN(S(=O)(=O)c2c(F)cccc2F)CC1 | 7 | 2 | 6 | 9 | 13 | -8 | -1 | 3 | 2
COc1ccc(C(=O)NC(C)Cc2cnccn2)cc1OC1CCN(C(C)C)CC1 (stereo unspecified) | 2 | 3 | 6 | 7 | 5 | 6 | 5 | -1 | 1
O=C(Nc1nncs1)C(Sc1ccccc1)c1ccccc1 (stereo unspecified) | -2 | 7 | 6 | 7 | 7 | -13 | 13 | -11 | 7
N#Cc1cccc(NC(=O)CN2C(=O)NC3(CCCCCC3)C2=O)c1 | 3 | 1 | -2 | -5 | -1 | · | 12 | 1 | 2
CCc1ccc(N(C(=O)c2snc(C(N)=O)c2N)C(C(=O)NCCC(C)C)c2c[nH]c3ccccc23)cc1 (stereo unspecified) | -7 | 4 | -1 | 14 | 3 | 1 | -3 | 9 | -1
Oc1c(Cl)cc(CN2CCOCC2)c2cccnc12 | 7 | 5 | 8 | -3 | 28* | · | 5 | 13 | 2
O=C(c1ccc(Cl)cc1Cl)N1CCN(c2ccc(N3CCOCC3)nn2)CC1 | -3 | 6 | -5 | -24 | 0 | -8 | 7 | 20 | 3
CCCCCCNc1c([N+](=O)[O-])cc(C)cc1[N+](=O)[O-] | 7 | 8 | 5 | 1 | 4 | 7 | 7 | 24 | -1
CC(Sc1ccc2c(c1)OCCO2)C(=O)Nc1ccc2c(c1)OCO2 (stereo unspecified) | -1 | -2 | 1 | -13 | 3 | -5 | 3 | -2 | 1
Cc1ccc(S(=O)(=O)N2CCN(C(=O)CCc3c[nH]c4ccccc34)CC2)cc1 | 1 | -4 | 9 | -4 | 0 | · | 12 | -14 | -3
CCC1C(=O)N=C(SCC(=O)Nc2cccc3ccccc23)NC1=O (stereo unspecified) | -7 | 1 | 6 | 2 | 6 | 9 | 2 | 3 | -3
O=C(NCc1cccs1)c1cnc2ccccn2c1=O | 6 | 0 | 1 | -12 | 1 | -10 | 4 | 3 | 0
CN(Cc1cc2cc(F)ccc2[nH]1)Cc1nc(-c2cnccn2)no1 | 0 | 4 | -4 | 6 | 3 | 0 | 3 | -9 | -2
Cc1cc(C)nc(SC2=CS(=O)(=O)c3ccccc32)n1 | 5 | 1 | 12 | -15 | 3 | -3 | 4 | 5 | 0
CCc1ccccc1Nc1nc(N)nc(COC(=O)c2c(C)noc2C)n1 | 1 | 7 | 1 | 16 | 2 | · | -5 | 0 | 0
CC(C)[C@@H](C(=O)N[C@@H](Cc1ccccc1)C(=O)O)N1C(=O)N2CCc3c([nH]c4ccccc34)[C@@]2(C)C1=O | 6 | 8 | 0 | 1 | 3 | 1 | 0 | 13 | 1
CC(C)(C)c1csc(SCC(=O)Nc2ccc(Cl)cn2)n1 | 1 | 0 | 3 | -3 | -2 | 2 | -2 | -34 | -3

Part of the list above in order of heavy-atom count, largest number first:
SMILES | PAFAH2 inh | LYPLA2 inh | PAFAH1B3 FP inh | ZTA DNA inh | pPAFAH inh | EBNA-1 inh | PAFAH1B2 inh | PREPL inh | LYPLA1 inh
CC(C)[C@@H](C(=O)N[C@@H](Cc1ccccc1)C(=O)O)N1C(=O)N2CCc3c([nH]c4ccccc34)[C@@]2(C)C1=O | 6 | 8 | 0 | 1 | 3 | 1 | 0 | 13 | 1
Cc1ccc(S(=O)(=O)N2CCN(C(=O)CCc3c[nH]c4ccccc34)CC2)cc1 | 1 | -4 | 9 | -4 | 0 | · | 12 | -14 | -3
CCC1C(=O)N=C(SCC(=O)Nc2cccc3ccccc23)NC1=O (stereo unspecified) | -7 | 1 | 6 | 2 | 6 | 9 | 2 | 3 | -3
CC(C)(C)c1csc(SCC(=O)Nc2ccc(Cl)cn2)n1 | 1 | 0 | 3 | -3 | -2 | 2 | -2 | -34 | -3
CCCCCCNc1c([N+](=O)[O-])cc(C)cc1[N+](=O)[O-] | 7 | 8 | 5 | 1 | 4 | 7 | 7 | 24 | -1

Continued:
SMILES | PAFAH2 inh | LYPLA2 inh | PAFAH1B3 FP inh | ZTA DNA inh | pPAFAH inh | EBNA-1 inh | PAFAH1B2 inh | PREPL inh | LYPLA1 inh
COc1ccc(C2C(C(=O)N3CCN(c4ccccc4)CC3)c3ccccc3C(=O)N2C)cc1OC (stereo unspecified) | 3 | -1 | 7 | 2 | 3 | 8 | -4 | -3 | 0
Cc1ccc(C(=O)NCc2ccc3c(c2)OCO3)cc1C | -7 | 5 | 1 | -13 | 0 | 1 | 4 | 11 | 4
CNC(=O)c1oc(-c2ccc(Cl)cc2)nc1C | 4 | -5 | 4 | 3 | -1 | 1 | 2 | -4 | -3
CN(c1ccccc1)S(=O)(=O)c1cccc(C(=O)NC2CCCCC2)c1 | 0 | -1 | 6 | 0 | -2 | · | 5 | -3 | 0
O=C1CC(c2ccccc2)CC(O)=C1C=NCCN1CCN(Cc2ccccc2)CC1 (stereo unspecified) | 6 | 0 | 13 | -10 | 8 | -1 | 6 | 12 | -2
CCCCC(=O)Nc1ccccc1C(=O)OCC(=O)c1ccc2c(c1)OCCO2 | -8 | -4 | 3 | -2 | 0 | -4 | 0 | -14 | -3
CC(C)[C@H](NC(=O)c1ccco1)C(=O)OCC(=O)NC12CC3CC(CC(C3)C1)C2 | 4 | -6 | 2 | -1 | -1 | -5 | 2 | 2 | 0
CC(C)CCNC(=O)CN(Cc1ccco1)C(=O)CCC(=O)Nc1nccs1 | -7 | 1 | -2 | 11 | 0 | 9 | -2 | -7 | -2
CCN1CCN(c2nc(N)c([N+](=O)[O-])c(Nc3ccc(C)cc3)n2)CC1 | 1 | -5 | -1 | 0 | 5 | -11 | 0 | -42 | 1
N#Cc1ccc(C(=O)Nc2cc(-c3ccccc3)nn2-c2ccccc2)cc1 | -4 | -5 | 1 | -4 | 5 | 4 | 2 | -7 | -6
CN(C(=O)CSc1nc(-c2ccccc2)cs1)C1CCS(=O)(=O)C1 (stereo unspecified) | -5 | 2 | 4 | -6 | 1 | 9 | 0 | 11 | -2
Cc1cc(C(=O)NC2CCCC2)on1 | -2 | -3 | -1 | -2 | -10 | -1 | -3 | 2 | -2
COc1ccc(-c2cc(C(=O)NC(C)C)no2)cc1 | 5 | 2 | 2 | 7 | 4 | 9 | 4 | 12 | 0
O=C(NNC(=O)C1CC(c2cccs2)=NO1)Nc1ccccc1 (stereo unspecified) | 2 | -4 | 4 | -1 | -1 | -3 | 5 | 0 | 0
COc1ccc(C(=O)Nc2ccc(S(=O)(=O)Nc3cc(C)nc(C)n3)cc2)c(OC)c1 | -6 | -7 | 5 | -5 | -7 | -3 | 0 | 8 | -6
Cc1c(N(C)C(=O)c2ccccc2F)c(=O)n(-c2ccccc2)n1C | 7 | 0 | 5 | -5 | -2 | -3 | 2 | 9 | -1
COc1ccc(C2=NS(=O)(=O)N(C)C(C(=O)NC3CCCC3)=C2)cc1OC | -4 | -3 | 3 | 5 | 1 | 2 | 0 | -14 | -2
CCn1c(SCC(=O)NC2=NCCS2)nnc1C(C)NC(=O)c1ccc(Cl)cc1 (stereo unspecified) | 2 | 3 | 0 | -3 | 2 | -6 | 7 | -3 | 1
Cc1ccc(CNc2nc3ccccc3s2)s1 | -7 | -1 | 2 | 9 | 5 | 5 | 5 | -3 | 1
CCOCC(O)CNC(=O)c1ccc(OC2CCN(C(=O)c3cccnc3)CC2)cc1 (stereo unspecified) | -1 | 0 | 0 | -14 | 0 | -20 | 2 | 12 | 0
CCN1CCN(c2ncc3c(n2)CC(c2cc(OC)c(OC)c(OC)c2)CC3=O)CC1 (stereo unspecified) | -4 | 4 | -2 | -6 | 3 | -2 | 1 | 0 | 0
CC1(C)Cc2ccccc2-c2[nH]c(=S)[nH]c(=O)c21 | -1 | -4 | 8 | -21 | -3 | -7 | 26* | 14 | 1
CN1CCC(N(C)CC(=O)Nc2ccc3c(c2)OC(F)(F)O3)CC1 | 2 | 8 | -1 | -8 | 7 | 1 | 3 | 7 | 1

Assay outcomes from PubChem.

Only part of the results is shown; count on the stated rates, not on these rows.
